Compound activity as filed in PubChem.
Shn3 inh set2: inhibitors of Schnurri-3 3'UTR reporter in osteoblasts; Clone20 osteoblast Shn3 3'UTR firefly luciferase, 24 h; inhibition, % at 12.5 µM; actives 0.52% (n = 360,000);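 active = mean inhibition of at least 75% with every replicate also reaching 75%; inconclusive = mean inhibition at least 75% but some replicate below; inactive = mean inhibition below 75%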;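 also: 0% = median of neutral control wells and 100% = pilot-screen positive control compound; some compounds past the cut are filed as inactive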
TRPM1 prom inh: inhibitors of MITF-driven TRPM1 promoter in melanoma cells | SK-MEL-5 TRPM1 promoter luciferase, 24 h | AID 488899 | actives 0.83% (n = 330,000) | inhibition, % at 12.5 µM;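 active = mean inhibition across replicates of 60% or more, whatever share of single replicates reaches that level; inconclusive = some that reach 60%, reason not given; inactive = mean inhibition across replicates below 60%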; also: values of inactives mirror those of a sister screen read the other way
CF NFkB inh: cystic fibrosis NF-kB activation inhibition | KKLEB NF-kB-GFP reporter, PAF-induced, GFP fluorescence overnight | inhibition, % at 5 µM | actives 0.86% (n = 360,000) | AID 588850;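 active = at least 50% inhibition at 5 µM, scaled per plate between neutral and stimulator controls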;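 also: PAF is a Pseudomonas aeruginosa culture filtrate used as stimulus; plate controls were PAF-stimulated DMSO wells for no effect and unstimulated DMSO wells for full effect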
NR2E3 ag-1: human photoreceptor-specific nuclear receptor agonism | CHO-S Gal4-NCOR/VP16-NR2E3 two-hybrid, luciferase | inhibition of corepressor binding, % at 3.98 µM | actives 0.35% (n = 360,000) | AID 602229;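 active = inhibition above the mean of all tested compounds plus 3 SD, cut at about 70% in these data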;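 also: 0% = DMSO with NR2E3 transfected cells and 100% = cells lacking NR2E3 construct; higher means lower luciferase signal from less NR2E3 corepressor binding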
Target sequence (Q9Y5X4 whole entry, looked up, the tested form may be a part): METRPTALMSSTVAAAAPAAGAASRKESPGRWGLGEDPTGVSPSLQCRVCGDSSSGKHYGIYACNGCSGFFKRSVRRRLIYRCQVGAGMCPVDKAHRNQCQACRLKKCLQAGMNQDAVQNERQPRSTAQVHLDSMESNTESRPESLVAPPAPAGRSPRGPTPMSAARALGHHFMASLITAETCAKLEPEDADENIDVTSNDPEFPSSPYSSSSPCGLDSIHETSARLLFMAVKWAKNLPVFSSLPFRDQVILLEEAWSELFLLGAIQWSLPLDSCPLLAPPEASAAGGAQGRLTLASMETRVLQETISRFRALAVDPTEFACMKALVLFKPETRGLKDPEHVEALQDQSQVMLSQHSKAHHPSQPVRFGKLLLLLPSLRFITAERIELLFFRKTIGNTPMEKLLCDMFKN
HIF-2a block: blocks HIF-2a reporter activity. 786-0 RCC cells HIF-2a reporter, luciferase luminescence, overnight. inhibition, % at 18.8 µM. actives 0.72% (n = 360,000);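 active = inhibition of the luminescence signal of 40% or more relative to plate controls, in a single-dose primary screen at 18.75 µM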
CaV13 ICDI inh: Primary screen for inhibitors of IQ motif and Ca2+-dependent inactivation inhibitor domain binding in CACNA1D, Förster resonance energy transfer in living cells, … | HEK cells, CFP/YFP FRET ICDI-IQ, plate reader, 10 min; percent FRET-ratio fall versus neutral wells | inhibition, % at 12.3 µM | actives 0.098% (n = 340,000) | AID 743397;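 active = mean replicate inhibition of at least 30% and at least 1% of replicates passing that level; inconclusive = only one of the two criteria is met; inactive = neither criterion is met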;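 also: 0% = median of the neutral control wells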
KKLEB tox: CF airway cell cytotoxicity counter-screen | actives 0.36% (n = 360,000) | KKLEB CF airway cells viability, ATPlite luminescence, overnight; hits give low values; cells stimulated with P. aeruginosa culture filtrate | AID 602141 | activity change (cytotoxicity), % at 5 µM;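 active = corrected activity change at or below -50% at 5 µM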
PDI turbidity: PDI (human) enzyme inhibition. PDI insulin aggregation turbidity, A650, 90 min. inhibition, % at 10 µM. actives 0.052% (n = 350,000). P07237. AID 588391;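 active = mean inhibition across replicates of 30% or more, whatever share of single replicates reach that level; inconclusive = mean inhibition below 30% while every single replicate reaches 30%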;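 also: absorbance from insulin aggregation driven by PDI reduction with DTT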
Target sequence (P07237 whole entry, looked up): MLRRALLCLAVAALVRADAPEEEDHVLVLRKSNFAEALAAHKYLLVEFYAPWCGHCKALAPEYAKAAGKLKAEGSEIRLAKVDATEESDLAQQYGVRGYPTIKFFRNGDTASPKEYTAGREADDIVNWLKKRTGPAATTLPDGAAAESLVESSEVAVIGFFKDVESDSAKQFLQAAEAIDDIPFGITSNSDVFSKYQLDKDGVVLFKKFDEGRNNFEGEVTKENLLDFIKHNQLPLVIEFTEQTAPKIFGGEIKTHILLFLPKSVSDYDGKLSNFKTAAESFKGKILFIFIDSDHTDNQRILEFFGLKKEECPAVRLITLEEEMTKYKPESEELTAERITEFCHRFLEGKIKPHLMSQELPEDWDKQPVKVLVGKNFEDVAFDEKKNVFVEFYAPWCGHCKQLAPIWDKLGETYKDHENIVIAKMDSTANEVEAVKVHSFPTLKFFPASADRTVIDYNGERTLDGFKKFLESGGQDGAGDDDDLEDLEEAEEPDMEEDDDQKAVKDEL
NR2E3 ag-2: activates human photoreceptor nuclear receptor NR2E3; Q9Y5X4; GST-NR2E3/biotin-RetCOR TR-FRET, 1536-well; inhibition of corepressor binding, % at 4.78 µM; actives 0.12% (n = 320,000); AID 2300;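 active = percent inhibition above the cutoff of mean plus 3 SD of all tested compounds, set per screening campaign, cut at about 20% in these data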;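 also: 0% = DMSO wells and 100% = biotin wells as full block of FRET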
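Material – GST-tagged NR2E3 plus biotinylated RetCOR corepressor · Quantity – NR2E3 fusion 1.35 nM · Times – 5 h incubation at 4 °C · Medium – pH 7.5 Tris-based buffer · Technique – TR-FRET, Eu(K)-anti-GST donor, streptavidin-D2 acceptor, ex 340, em 617/671 nm · Benchmarks – high control biotin, low control 0.6% DMSO · Format – 1536-well plates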
Vif imaging: inhibitors of HIV Vif. inhibition, % at 7.49 µM. HEK293T cells, Vif self-association by quenched fluorescence, imaging, 24 h. AID 602346. actives 0.35% (n = 340,000); in the data active = inhibition above about 50%, passing the limit was not always enough; inconclusive = no clear call, values can overlap the other calls; inactive = below about 31%; also: some results filed as inactive read as strong as hits
Peg3 prom inh: Peg3 promoter activity inhibition; inhibition, % at 20 µM; actives 1.7% (n = 360,000); HeLa PEG-Prom luciferase reporter, luminescence, overnight;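 active = inhibition of at least 50% at 20 µM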
* = called active by the depositor; ? = inconclusive; nt = no result given.

(1) CCCC(c1nnnn1Cc1ccc(F)cc1)N1CCN(C2CCCCC2)CC1 (stereo unspecified)
(2) Cc1nc2ccccn2c1C(=O)NNC(=O)Nc1cccc(C(F)(F)F)c1
(3) CC(C)CCNC(=O)COc1ccc(N(C)S(=O)(=O)c2ccc(F)cc2)cc1
(4) COc1cc(NC(=O)c2cccc(NC3=NC4CS(=O)(=O)CC4S3)c2)cc(OC)c1OC (stereo unspecified)
(5) COc1ccc(/C(C)=N/OC/C(O)=C(\C#N)c2nc3ccccc3[nH]2)cc1
(6) CC1(c2nnc(-c3ccncc3)o2)CC(c2cccc(Cl)c2)=NO1 (stereo unspecified)
(7) CS(=O)(=O)Nc1nnc(SCC(=O)N(c2ccccc2)c2ccccc2)s1
(8) CCOc1ccc(N(C)S(=O)(=O)c2ccc3[nH]cc(C(=O)NCC(OC)OC)c(=O)c3c2)cc1
screen / no. | 1 | 2 | 3 | 4 | 5 | 6 | 7 | 8
Shn3 inh set2 | -28 | -48 | 9 | -41 | -7 | 10 | -4 | 17
TRPM1 prom inh | -7 | 4 | 5 | nt | 5 | -4 | 9 | -5
CF NFkB inh | 8 | -7 | -4 | 0 | 7 | -2 | 1 | 0
NR2E3 ag-1 | -24 | -2 | -17 | -22 | 0 | -8 | -25 | -25
HIF-2a block | -2 | 8 | 23 | 6 | -7 | 9 | 14 | -4
CaV13 ICDI inh | -4 | nt | -6 | -4 | -5 | -11 | -2 | -5
KKLEB tox | -2 | 0 | -8 | -8 | -5 | 18 | 8 | 2
PDI turbidity | 16 | -2 | -3 | nt | -4 | -1 | -1 | 3
NR2E3 ag-2 | 1 | 6 | -1 | 2 | 0 | 2 | -5 | 0
Vif imaging | 14 | -6 | -3 | 4 | -5 | 26 | -3 | -10
Peg3 prom inh | -3 | 18 | 24 | 9 | 10 | -15 | 9 | 16

(9) COc1ccc(CCNC(=O)c2ccc(-c3cccc([N+](=O)[O-])c3)o2)cc1OC
(10) COC(=O)c1scc(C)c1-n1ccc(C(=O)C(=O)N(C)C)c1
(11) CCOC(=O)c1c(S(=O)(=O)NCc2cccs2)c(C)n(C)c1C
(12) O=C(CCN1C(=O)c2ccccc2C1=O)Nc1ccc(F)cc1F
(13) Cc1cc2occ(CC(=O)NNC(=O)c3ccccc3)c2cc1C
(14) CC1CCCN(S(=O)(=O)c2ccc(NC(=O)CN3CCN(C)CC3)cc2)C1 (stereo unspecified)
(15) CCC(=O)Nc1ccc(OC)cc1OC
(16) CN(C(=O)COC(=O)CNC(=O)C12CC3CC(CC(C3)C1)C2)C1CCS(=O)(=O)C1 (stereo unspecified)
screen / no. | 9 | 10 | 11 | 12 | 13 | 14 | 15 | 16
Shn3 inh set2 | -12 | -12 | -1 | 1 | -15 | 1 | 3 | 16
TRPM1 prom inh | -4 | -1 | -11 | 1 | 8 | 14 | 17 | 13
CF NFkB inh | -21 | -6 | 23 | 6 | 9 | 10 | -4 | -10
NR2E3 ag-1 | 2 | -17 | 7 | -2 | 3 | 10 | -13 | 8
HIF-2a block | -19 | 12 | 14 | -22 | -28 | 9 | -1 | 7
CaV13 ICDI inh | -10 | 9 | -4 | -9 | -2 | -5 | -8 | -3
KKLEB tox | -14 | 9 | -8 | -13 | -9 | 6 | 3 | 12
PDI turbidity | -6 | -4 | -5 | 0 | 5 | 6 | -9 | 4
NR2E3 ag-2 | 3 | 2 | -1 | 2 | -1 | 1 | -1 | -5
Vif imaging | -5 | -1 | -7 | nt | 0 | 17 | 1 | -1
Peg3 prom inh | 15 | 12 | -4 | -14 | -6 | 6 | 4 | 18

(17) COC(=O)C1=C(C)N(CCCC(=O)O)C(=O)NC1c1cc2c(cc1[N+](=O)[O-])OCO2 (stereo unspecified)
(18) CC(C)CCN1CCN(C2CCN(c3ccccc3)CC2)CC1CCO (stereo unspecified)
(19) CC(C)(C)NC(=O)NC(=O)CN1CCN(S(=O)(=O)c2ccc3c(c2)CCCC3)CC1
(20) CC(C)c1nnc(NC(=O)CCCCCN2C(=O)C3C4C=CC(C4)C3C2=O)s1 (stereo unspecified)
(21) C/C=C(\C)C(=O)NCCN1C2=NC[C@H](C(C)C)N2C[C@@H]1Cc1ccc(OC)cc1
(22) COCCn1c(SCC(=O)NN2C(=O)NC(C)(c3ccccc3)C2=O)nnc1-c1ccncc1 (stereo unspecified)
(23) O=C(CNc1ccccc1Cl)c1ccc(Br)cc1
(24) O=C(c1ccc(NS(=O)(=O)c2cccc([N+](=O)[O-])c2)cc1)N1CCN(C(=O)c2ccco2)CC1
screen / no. | 17 | 18 | 19 | 20 | 21 | 22 | 23 | 24
Shn3 inh set2 | 7 | -5 | 8 | 7 | -4 | -15 | 5 | -5
TRPM1 prom inh | -7 | -9 | -6 | 5 | -2 | 4 | -6 | -3
CF NFkB inh | 6 | -6 | 12 | -28 | -5 | -13 | -29 | -9
NR2E3 ag-1 | -26 | 7 | 17 | 24 | -6 | -14 | -38 | -28
HIF-2a block | 10 | 16 | 9 | -12 | 2 | 7 | -56 | 5
CaV13 ICDI inh | -5 | -19 | -6 | -5 | -11 | -5 | -21 | -3
KKLEB tox | 1 | 4 | -29 | -7 | 4 | 3 | 11 | -4
PDI turbidity | -3 | -6 | -4 | -7 | 3 | -7 | 3 | 0
NR2E3 ag-2 | 16 | 2 | -1 | 1 | 0 | 2 | -2 | 4
Vif imaging | -5 | 8 | -5 | 1 | -2 | 20 | -6 | 2
Peg3 prom inh | 2 | 13 | 12 | 14 | 2 | 7 | -14 | 5

An excerpt of these results, with two lines to a compound:
Each structure is followed by: Shn3 inh set2, TRPM1 prom inh, CF NFkB inh, NR2E3 ag-1, HIF-2a block, CaV13 ICDI inh, KKLEB tox, PDI turbidity, NR2E3 ag-2, Vif imaging, Peg3 prom inh
(18) CC(C)CCN1CCN(C2CCN(c3ccccc3)CC2)CC1CCO (stereo unspecified)
    -5, -9, -6, 7, 16, -19, 4, -6, 2, 8, 13
(19) CC(C)(C)NC(=O)NC(=O)CN1CCN(S(=O)(=O)c2ccc3c(c2)CCCC3)CC1
    8, -6, 12, 17, 9, -6, -29, -4, -1, -5, 12
(20) CC(C)c1nnc(NC(=O)CCCCCN2C(=O)C3C4C=CC(C4)C3C2=O)s1 (stereo unspecified)
    7, 5, -28, 24, -12, -5, -7, -7, 1, 1, 14
(21) C/C=C(\C)C(=O)NCCN1C2=NC[C@H](C(C)C)N2C[C@@H]1Cc1ccc(OC)cc1
    -4, -2, -5, -6, 2, -11, 4, 3, 0, -2, 2
(22) COCCn1c(SCC(=O)NN2C(=O)NC(C)(c3ccccc3)C2=O)nnc1-c1ccncc1 (stereo unspecified)
    -15, 4, -13, -14, 7, -5, 3, -7, 2, 20, 7
(23) O=C(CNc1ccccc1Cl)c1ccc(Br)cc1
    5, -6, -29, -38, -56, -21, 11, 3, -2, -6, -14
(24) O=C(c1ccc(NS(=O)(=O)c2cccc([N+](=O)[O-])c2)cc1)N1CCN(C(=O)c2ccco2)CC1
    -5, -3, -9, -28, 5, -3, -4, 0, 4, 2, 5

Continued:
(25) C/C(=N\NC(=O)c1ccc(N(C)C)cc1)c1cccnc1
(26) CCOC(=O)c1oc2c(CN3CCN(CCO)CC3)c(O)c(CC)cc2c(=O)c1-c1nc2ccccc2s1
(27) CN(C(=O)CSc1nc(C2CC2)n(-c2ccccc2)n1)C1CCS(=O)(=O)C1 (stereo unspecified)
(28) O=[N+]([O-])c1cc(Cl)ccc1N1CCN(c2ccccc2O)CC1
(29) O=C(CS(=O)(=O)c1cccc(Cl)c1)Nc1ccccc1Cl
(30) COc1ccc(-n2cnnc2SCC(=O)N(C)C2CCS(=O)(=O)C2)cc1 (stereo unspecified)
(31) CCOC(=O)C(C)Sc1nc(=O)n2cccc(C)c2n1 (stereo unspecified)
(32) C=CCC(O)c1c(-c2ccccc2)nn(C)c1Cl (stereo unspecified)
screen / no. | 25 | 26 | 27 | 28 | 29 | 30 | 31 | 32
Shn3 inh set2 | -32 | -2 | -3 | -4 | -36 | -3 | 20 | -6
TRPM1 prom inh | -32 | 2 | 2 | -16 | -4 | 4 | -7 | 12
CF NFkB inh | 13 | -11 | -21 | 7 | 19 | 12 | -9 | 4
NR2E3 ag-1 | -9 | -11 | -5 | -57 | -28 | -10 | -7 | 19
HIF-2a block | -30 | 11 | 10 | -62 | 15 | -104 | 6 | 14
CaV13 ICDI inh | -11 | 37* | -5 | -4 | -5 | -4 | -6 | -5
KKLEB tox | -3 | -3 | 1 | 9 | -9 | 6 | 12 | 3
PDI turbidity | 12 | 0 | 6 | 9 | 14 | -8 | 5 | -4
NR2E3 ag-2 | 2 | -3 | nt | 3 | 5 | -1 | 12 | -2
Vif imaging | 6 | -3 | nt | 14 | 4 | 9 | -2 | -9
Peg3 prom inh | -57 | -4 | 20 | -31 | 8 | 27 | -3 | 6

(33) O=C(CSc1nnc(CNC(=O)c2ccc(F)cc2)o1)NCC1CCCO1 (stereo unspecified)
(34) Cc1cccc(NC(=O)c2ccc(S(=O)(=O)N3CCCCC3)cc2)c1
(35) Brc1ccc(C2=Nc3ccccc3C(c3ccncc3)=NN2)cc1
(36) O=C1/C(=C\c2cccc(O)c2)SC(=S)N1Cc1ccccc1
(37) CCOC(=O)CC1C(=O)NCCN1C(=O)NC1CCCCC1 (stereo unspecified)
(38) CCCCN1C2=NCCCN2c2cc(C)c(C)cc21
(39) Cc1ccc(C)c(-n2cc(-c3ccc(Cl)cc3)nc2SCC(=O)NC2CCS(=O)(=O)C2)c1 (stereo unspecified)
(40) Cc1noc(C)c1COC(=O)c1ccc2c(c1)OCO2
screen / no. | 33 | 34 | 35 | 36 | 37 | 38 | 39 | 40
Shn3 inh set2 | -18 | 19 | -6 | 1 | 2 | ? | -16 | nt
TRPM1 prom inh | -3 | -5 | 0 | -1 | 3 | 14 | 10 | -12
CF NFkB inh | -15 | 10 | -3 | 6 | 6 | -1 | 4 | -9
NR2E3 ag-1 | -1 | 17 | 1 | -2 | -9 | -40 | -13 | -15
HIF-2a block | 1 | 4 | 3 | -1 | 15 | 21 | 18 | 3
CaV13 ICDI inh | -6 | -9 | -1 | -20 | -8 | nt | -5 | -4
KKLEB tox | 8 | -4 | 3 | -1 | -7 | 8 | 4 | -3
PDI turbidity | 5 | 5 | 6 | -1 | -7 | 3 | 19 | -3
NR2E3 ag-2 | 3 | 3 | 0 | 2 | 2 | 0 | -1 | 1
Vif imaging | -1 | -11 | -3 | 4 | -5 | 10 | -2 | nt
Peg3 prom inh | 14 | 25 | 3 | 8 | 3 | -1 | 13 | -3
